# Screens (PubChem)
# V1aR counter = agonists of human V1a receptor, primary screen, counter-screen for OXTR agonist project, fluorescence, CHO-V1R cells; Vasopressin V1a receptor (Homo sapiens), P37288; Fluo-8 calcium fluorescence, agonist mode; 0% DMSO, 100% 3 nM vasopressin; activation, % at 3 µM; hit rate 0.25% among 320,000;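 active = activation above the mean activation of all tested compounds plus 3 SD, per screening run, cut at about 20% in these data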;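 note: signal is peak over basal fluorescence ratio across a 100 second FLIPR read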
# Target sequence (P37288 whole entry, looked up): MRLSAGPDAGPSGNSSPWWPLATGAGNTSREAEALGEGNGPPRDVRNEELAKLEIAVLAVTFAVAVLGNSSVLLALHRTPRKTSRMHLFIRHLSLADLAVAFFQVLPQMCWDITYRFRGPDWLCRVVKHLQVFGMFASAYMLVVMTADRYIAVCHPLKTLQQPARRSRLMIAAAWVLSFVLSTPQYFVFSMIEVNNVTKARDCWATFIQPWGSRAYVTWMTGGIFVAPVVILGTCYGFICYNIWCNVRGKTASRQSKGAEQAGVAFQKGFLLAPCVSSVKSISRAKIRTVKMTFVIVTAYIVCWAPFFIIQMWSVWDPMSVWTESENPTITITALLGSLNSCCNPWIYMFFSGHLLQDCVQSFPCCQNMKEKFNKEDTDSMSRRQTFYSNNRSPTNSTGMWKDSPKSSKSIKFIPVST
# M1 PAM = human M1 muscarinic receptor positive allosteric modulators, primary screen, CHO-K1 cells, Fluo-8 calcium fluorescence, 1536-well; Muscarinic acetylcholine receptor M1 (Homo sapiens), P11229; CHO-K1 hM1, ACh EC20; 0% = ACh EC20, 100% = maximal ACh; activation, % at 3 µM; hit rate 0.088% among 360,000; AID 588819, 2011; in the data active = activation above about 19%, passing the limit was not always enough
# Target sequence (P11229 whole entry, looked up): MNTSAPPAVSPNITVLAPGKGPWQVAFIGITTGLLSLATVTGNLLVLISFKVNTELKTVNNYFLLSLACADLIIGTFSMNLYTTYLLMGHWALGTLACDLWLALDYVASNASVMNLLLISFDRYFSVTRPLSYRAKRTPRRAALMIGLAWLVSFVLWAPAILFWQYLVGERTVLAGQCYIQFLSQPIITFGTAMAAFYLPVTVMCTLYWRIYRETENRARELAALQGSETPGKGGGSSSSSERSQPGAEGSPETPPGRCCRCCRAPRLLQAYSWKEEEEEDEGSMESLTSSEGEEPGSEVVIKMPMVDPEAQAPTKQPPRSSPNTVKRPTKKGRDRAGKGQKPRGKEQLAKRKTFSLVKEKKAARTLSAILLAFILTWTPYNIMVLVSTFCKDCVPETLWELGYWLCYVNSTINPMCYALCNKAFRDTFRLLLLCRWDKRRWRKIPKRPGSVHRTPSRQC
# OXTR agonist = human OXTR agonists, primary screen, fluorescence, CHO-OTR cells, Fluo-8 calcium | Fluo-8 calcium fluorescence; normalized: DMSO 0%, oxytocin 100% | activation, % at 3 µM | hit rate 0.32% among 320,000 | AID 2435, 2010;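 active = activation above the mean of all tested compounds plus 3 SD, cutoff set per screening run, cut at about 20% in these data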;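 note: peak over basal fluorescence ratio from a 100 s FLIPR kinetic read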
# CHO parental Ca = ATP-evoked calcium signal inhibitors, parental CHO, primary screen, counter-screen for OX1R antagonist project, cell-based, fluorescence, Fluo-8 calcium dye; parental CHO-K1, ATP-induced calcium, Fluo-8 fluorescence; inhibition, % at 5.6 µM; hit rate 0.63% among 330,000; AID 463079, 2010;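 active = inhibition above that plate's mean sample inhibition plus 3 SD, cut at about 26% in these data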;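 note: 0% = ATP-challenged DMSO wells and 100% = DMSO wells without ATP; some compounds past the cut are filed as inactive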
#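 test system = CHO parental line | reagent = ATP stimulus | measured by = intracellular calcium via Fluo-8 no-wash fluorescent dye | control set = ATP and no-ATP DMSO wells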
# M1 ag = human M1 muscarinic receptor agonists, primary screen, Fluo-8 calcium fluorescence, CHO-K1 cells, HTS; hit rate 0.33% among 360,000; CHO-K1 hM1, agonist mode; 0% DMSO, 100% acetylcholine EC100; Muscarinic acetylcholine receptor M1 (Homo sapiens), P11229; AID 588814, 2011; activation, % at 3 µM;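 active = activation above the run's mean compound activation plus 3 SD, cut at about 16% in these data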;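 note: peak over basal fluorescence ratio within a 140 s kinetic read after compound addition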
# TAAR1 antagonist = human TAAR1 antagonists, primary screen, Fluo-8 calcium fluorescence, CHO RD-HGA16 cells. Trace amine-associated receptor 1 (Homo sapiens), Q96RJ0. antagonist. inhibition, % at 3 µM. hit rate 1.5% among 360,000. AID 624466, 2012;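 active = inhibition above a per-plate cutoff, the mean inhibition of test compounds on that plate plus 3 SD, cut at about 49% in these data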;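 note: 0% = DMSO plus EC80 beta-PEA response and 100% = DMSO alone without agonist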
#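 Test system: CHO RD-HGA16 cells bearing hTAAR1 | Reagent: β-PEA, EC80 | Compound dosing: 3 µM, single point | Schedule: Dye loading 75 min at 37 °C, then 30 min room temperature | Signal: Calcium fluorescence with Fluo-8 | Evaluation: Percent inhibition of PEA-evoked calcium signal, max/basal emission ratio | Control set: DMSO-only wells and EC80 β-PEA-stimulated wells | Repeats: Singlicate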
# M1 antag = human M1 muscarinic receptor antagonists, primary screen, CHO-K1 cells, Fluo-8 calcium fluorescence, 1536-well; Muscarinic acetylcholine receptor M1 (Homo sapiens), P11229; CHO-K1 hM1, ACh EC80 antagonist; inhibition, % at 3 µM; hit rate 1.3% among 360,000; AID 588852, 2011;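 active = percent inhibition above its own plate's cutoff, namely the mean of that plate's compound wells plus 3 SD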;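 note: peak over basal fluorescence ratio during 140 s after agonist addition; 0% = ACh EC80 plus DMSO and 100% = DMSO alone without agonist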
# OXTR potentiator = human OXTR potentiators, primary screen, fluorescence, CHO-OTR cells, Fluo-8 calcium; Oxytocin receptor (Homo sapiens), P30559; Fluo-8 calcium fluorescence, potentiator mode; 0% = oxytocin EC15, 100% = EC100; activation, % at 3 µM; hit rate 0.061% among 320,000;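 active = activation above that plate's cutoff, the mean activation of tested compounds plus 3 SD, cut at about 6.6% in these data, passing the limit was not always enough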;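 note: 100% uses oxytocin at 75 nM as the full agonist control; some results filed as inactive read as strong as hits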
#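 Material: CHO-OTR cells, human receptor; compound dosing: single dose, 3.0 µM nominal final compound concentration; schedule: 6 min compound pre-incubation at room temperature, 100 s kinetic read; measured by: kinetic Fluo-8 calcium fluorescence; read-out basis: % activation vs EC15 and EC100 oxytocin; controls: EC15 oxytocin alone as 0%, 75 nM oxytocin as 100%; replicates: singlicate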
# TAAR1 agonist = human TAAR1 agonists, primary screen, Fluo-8 calcium fluorescence, CHO RD-HGA16 cells. Trace amine-associated receptor 1 (Homo sapiens), Q96RJ0. vehicle wells 0%, saturating PEA agonist 100%. activation, % at 3 µM. hit rate 0.99% among 360,000;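 active = activation above the mean activation of all test compounds in the run plus 3 SD, cut at about 38% in these data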
#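 Assay system – CHO-derived RD-HGA16 cells with stable Gα16 and human TAAR1 · Compound dosing – one-point dosing at 3 µM (nominal) · Incubation – 17-24 h seeding, 75 min 37 °C dye, 30 min RT · Measured by – kinetic Fluo-8 calcium fluorescence · Control set – DMSO vehicle as 0%, PEA at EC100 as 100% · Repeats – single well for each compound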
# Active calls of the source: *; x = no result given.
SMILES,V1aR counter,M1 PAM,OXTR agonist,CHO parental Ca,M1 ag,TAAR1 antagonist,M1 antag,OXTR potentiator,TAAR1 agonist
O=C(c1ccccc1F)N1CCN(S(=O)(=O)c2ccc3ccccc3c2)CC1,5.6,-1,1.5,-12,2,15,-4,-10,1
CCNS(=O)(=O)c1cc(-c2nnc(OC)c3ccccc23)ccc1C,0.7,4,-1.6,-9,-6,-12,-4,-1,2
COc1cc(C(=O)NNC(=O)c2ccc(NC(=O)C(C)(C)C)cc2)cc(OC)c1OC,-0.3,11,1.9,-8,-5,-13,-6,4,2
COc1cc(OC)c2c(c1)C(=O)OC2OC (stereo not drawn),0.0,2,-0.1,-5,-1,20,-3,-4,0
Fc1cc(F)cc(NC(=S)N2CCC(c3ccccc3)C2)c1 (stereo not drawn),-1.5,8,-1.3,-22,-3,-21,-3,-13,0
NC(=O)c1cccc(-c2ccnc3c2CC(C(=O)NCC2CC2)O3)c1 (stereo not drawn),x,0,x,x,-2,-12,6,x,0
CC(C)OCCCNC(=S)N1CCC(C(=O)c2ccc(Cl)cc2)CC1,4.8,11,5.3,-18,2,9,-8,-15,3
CS(=O)(=O)Nc1cccc(NC(=O)c2cccc3c(-c4ccc(F)c(F)c4)coc23)c1,x,-10,x,x,-2,64*,13,x,1
O=C(O)c1cc2cc(F)ccc2[nH]1,-0.1,-2,-0.8,7,-1,-2,-13,-7,0
CC(C)CC(C(=O)O)N1C(=O)C2C3c4ccccc4C(c4ccccc43)[C@@H]2C1=O (stereo partly drawn),0.6,-1,0.1,1,-4,-7,-2,-4,1
CC1CC(C)CN(C(=O)CCNC(=O)c2ccccc2Cl)C1 (stereo not drawn),x,-1,x,x,-2,-26,1,x,6
CCCN(CCC)C(=O)CC(c1ccccc1)c1cc(Br)ccc1O (stereo not drawn),-0.7,1,-1.6,-22,-9,24,-9,-7,13
CCc1ccc2c(c1)cc(CN(C(=S)Nc1ccccc1)C1CC1)c1nnnn12,1.2,7,0.6,-20,-4,-1,-10,-4,2
COc1ccc(S(=O)(=O)N2CCCCC2)cc1NC(=O)CSc1nnc(C2CC2)n1C,0.1,0,-0.6,-8,-5,-5,-4,-5,5
COc1ccc(CCN(C)CC(O)c2ccccc2)cc1OC (stereo not drawn),-0.6,-2,0.2,-11,-8,-20,0,-23,3
COc1ccc(C(=O)c2ccc(-c3ccc(OC)cc3)nc2)cc1,x,-3,x,x,-4,-9,-1,x,0
CCSCc1nnc(SCC(=O)Nc2cccc(C(C)=O)c2)n1C,-0.2,0,0.2,-7,-4,-5,2,7,-1
COc1cccc(S(=O)(=O)Nc2cccc(C(=O)N3CCCC3)c2)c1,x,5,x,x,-2,-16,5,x,1
C=CCn1c(CCNC(=O)c2ccco2)nc2ccccc21,3.7,14,-0.1,-3,-3,8,-18,-11,-1
O=C(N/N=C/c1cc(Br)ccc1O)c1cccc(N2CCCC2=O)c1,8.1,-8,13,-21,-6,41,2,-11,14

# An excerpt from above in order of SMILES length, largest number first:
SMILES,V1aR counter,M1 PAM,OXTR agonist,CHO parental Ca,M1 ag,TAAR1 antagonist,M1 antag,OXTR potentiator,TAAR1 agonist
CC(C)CC(C(=O)O)N1C(=O)C2C3c4ccccc4C(c4ccccc43)[C@@H]2C1=O (stereo partly drawn),0.6,-1,0.1,1,-4,-7,-2,-4,1
CCc1ccc2c(c1)cc(CN(C(=S)Nc1ccccc1)C1CC1)c1nnnn12,1.2,7,0.6,-20,-4,-1,-10,-4,2
COc1cccc(S(=O)(=O)Nc2cccc(C(=O)N3CCCC3)c2)c1,x,5,x,x,-2,-16,5,x,1
CCNS(=O)(=O)c1cc(-c2nnc(OC)c3ccccc23)ccc1C,0.7,4,-1.6,-9,-6,-12,-4,-1,2
COc1ccc(C(=O)c2ccc(-c3ccc(OC)cc3)nc2)cc1,x,-3,x,x,-4,-9,-1,x,0
CCSCc1nnc(SCC(=O)Nc2cccc(C(C)=O)c2)n1C,-0.2,0,0.2,-7,-4,-5,2,7,-1
C=CCn1c(CCNC(=O)c2ccco2)nc2ccccc21,3.7,14,-0.1,-3,-3,8,-18,-11,-1
COc1ccc(CCN(C)CC(O)c2ccccc2)cc1OC (stereo not drawn),-0.6,-2,0.2,-11,-8,-20,0,-23,3
COc1cc(OC)c2c(c1)C(=O)OC2OC (stereo not drawn),0.0,2,-0.1,-5,-1,20,-3,-4,0

# Additional compounds:
SMILES,V1aR counter,M1 PAM,OXTR agonist,CHO parental Ca,M1 ag,TAAR1 antagonist,M1 antag,OXTR potentiator,TAAR1 agonist
CCn1nc(CC(=O)Nc2ccc(-n3cnnn3)c(C)c2)c2ccccc2c1=O,1.2,6,-0.6,-14,-5,4,-28,-12,2
Cc1cc(N/N=C/c2ccccc2F)c2ccccc2n1,0.9,-6,-1.3,-10,-13,4,-1,-2,10
COc1ccc(NC(=O)c2ccc(CN3CCN(c4ccccc4)CC3)cc2)cc1,9.7,-6,13,-2,-2,22,3,-18,40*
CCN(Cc1ccccc1)C(=O)CSc1nc(C)cc2c1C(=O)OC2,-0.5,2,1.0,-14,-6,-3,-28,0,2
O=C1C2CC=CCC2C(=O)N1Cc1nnc(-c2ccc(Cl)cc2)o1 (stereo not drawn),-0.9,12,-0.5,1,1,11,-14,0,4
CCn1c(CC(=O)Nc2ccc(Cl)cc2)nnc1SCC(=O)N1CCOCC1,-0.6,5,0.0,-21,-2,-16,-3,0,3
Cc1ccc(C)c(Nc2nn3c(=O)c4ccc(C(=O)NCc5cccnc5)cc4nc3s2)c1,0.2,0,-0.6,-15,-1,-22,1,-12,0
Fc1ccc(-c2nnc3ccc(N4CCCC4)nn23)cc1,-1.2,-30,-0.7,-12,-5,3,102*,-6,-3
COc1cc(C(=O)NNC(=O)Cc2ccc(S(=O)(=O)N3CCOCC3)s2)cc(OC)c1OC,0.3,6,0.6,-3,-4,-3,-5,5,1
COc1ccc(C(=O)NCc2ccc(C)cc2)cc1S(=O)(=O)N1CCCc2ccccc21,1.4,1,0.7,-8,-3,-7,-7,-8,1
Cc1c(CC(=O)O)c(=O)oc2c(C)c(OCc3ccc(F)cc3F)ccc12,0.6,8,0.9,-1,-3,-15,-19,6,-2
CCCCOc1ccc(C2CC(=O)NC2=O)cc1 (stereo not drawn),-0.4,9,-1.9,-3,-3,8,-5,0,-2
COCCN(C(=O)COC(=O)c1ccccc1Cc1ccccc1)c1c(N)n(Cc2ccccc2)c(=O)[nH]c1=O,2.0,9,-1.3,-10,0,-9,-10,-15,1
O=c1cc(-c2ccccc2)[nH]c2ccc(F)cc12,0.6,4,0.7,-9,-3,11,-10,-1,1
COc1cccc2c(=O)c3c(oc12)CCCC3,x,9,x,x,-7,-26,-16,x,2
CCOC(=O)c1c(C2CC2)csc1NC(C)=O,-1.0,13,-2.6,-7,-5,-15,-10,3,2
S=C(NCC1CCCO1)N1CCN(Cc2ccccc2)CC1 (stereo not drawn),1.2,2,0.3,3,-5,-16,3,-8,1
c1ccc(-c2nccc(-c3ccc(-n4cnc5ccccc54)cc3)n2)nc1,2.4,-7,0.4,-1,3,-4,-24,-9,15
COc1cc(C(=O)NC2CCN(CC(=O)NC3CCCCC3C)CC2)cc(OC)c1OC (stereo not drawn),-0.3,20,-0.3,-3,-3,-4,-15,-7,4
CC(C)(C)OC(=O)N1CCC[C@H]1c1nnc(SCC(=O)Nc2ccc(Br)cc2)o1,0.2,7,-1.9,-31,-1,38,-1,-3,17
NC1=NCc2ccccc21,0.0,16,0.2,-5,-5,-8,-21,-5,3
COc1cccc(N(CC(=O)Nc2cccc(F)c2)S(C)(=O)=O)c1,1.9,5,2.0,-2,-1,-10,-4,-4,2
CCOC(=O)c1c(OCCO)nn(-c2ccccc2)c1N,0.2,3,1.4,-9,-4,3,-7,2,0
Cc1cc(=O)n2nc(N3CCCC(C(=O)NCc4ccc(F)cc4)C3)sc2n1 (stereo not drawn),0.9,-7,-0.6,-14,-5,-12,4,1,0
CC(C)(C)c1ccc(CC(=O)N2CCC2(C)C(=O)NCc2ccc(Cl)cc2)cc1 (stereo not drawn),x,8,x,x,-1,17,-10,x,2
Cc1cccc(C)c1OCC(=O)Nn1c(=O)[nH]c2ccccc2c1=O,1.3,-6,-0.1,-6,-4,7,4,-9,3
COc1cc(OC)c(N(C)S(=O)(=O)c2cccc(C(=O)OCc3c(C)noc3C)c2)cc1Cl,0.5,4,0.4,4,-4,5,1,-11,1
CCC(CC)C(=O)Nc1c(C(=O)N2CCN(c3ccccc3)CC2)oc2ccccc12,-2.0,0,-3.2,-28,-5,-45,-4,-12,-1
O=C1c2ccccc2C2(c3cc(C(F)(F)F)cc(C(F)(F)F)c3)NCCN12 (stereo not drawn),x,0,x,x,-3,2,-1,x,5
CCCc1nnc(SCC(=O)N2CCCC(C)C2)n1CC1CCCO1 (stereo not drawn),-1.0,5,-0.6,-23,-4,-9,-4,-12,6
O=C(Nc1ccc(O)cc1)c1ccccc1OCc1ccccc1,x,4,x,x,2,25,-11,x,10
O=C(CN(CC1CCCO1)C(=O)CNS(=O)(=O)c1ccc(F)cc1)NCC1CCCO1 (stereo not drawn),0.9,4,-0.9,2,-1,-6,-4,-9,-2
